Bioassay records (PubChem)
PMI inhibitors: MPI enzyme activity inhibition – biochemical, fluorescence intensity, coupled assay, primary screen (AID 1209). purified PMI enzyme, coupled fluorescence intensity; higher % means a stronger effect. inhibition, % at 20 µM; hits with a dose series show IC50 in µM. actives 0.42% (n = 190,000);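 also: plate controls were DMSO vehicle for no effect and wells lacking substrate for full effect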
XIAP antagonists: small molecules displacing peptide from XIAP – biochemical, IAP family, fluorescence polarization (AID 1018); XIAP BIR domain, fluorescence polarization peptide displacement; higher % means a stronger effect; displacement, % at 20 µM; hits with a dose series show IC50 in µM; actives 0.007% (n = 200,000); in the data active = displacement above about 50%; also: a part of the inactive calls stands beside numbers as strong as those of hits
SIAH1 antagonists: Siah-1 peptide-binding antagonists, primary screen, biochemical, fluorescence polarization, rhodamine-plectin, uHTS (AID 1817); actives 0.02% (n = 290,000); displacement, % at 20 µM; hits with a dose series show IC50 in µM; Siah-1 / rhodamine-plectin peptide fluorescence polarization; higher % means a stronger effect;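 active = displacement of at least 50% at 20 µM, with a fluorescence ratio check between 0.3 and a set limit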;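 also: plate controls were Siah plus tracer with DMSO for no effect and tracer alone without Siah for full effect; strong numbers were not always called active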
WT yeast gro inh: growth inhibition of WT yeast, mitochondrial fusion screen; mitochondrial fusion phenotypic screen, WT strain; inhibition, % at 10 µM; actives 2.1% (n = 190,000); in the data active = inhibition above about 58%; tested in S. cerevisiae
Myeloid diff 2: compounds promoting myeloid differentiation; ER-HoxA9 myeloid progenitors, lysozyme-GFP differentiation, flow cytometry; calls only at 10 µM; actives 1% (n = 360,000); AID 624256;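 active = normalized GFP-positive differentiation at or above the plate's own cutoff, the solvent-only control mean plus 3 SD; inconclusive = no clear call, values can overlap the other calls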;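 also: cells exposed to compound for four days before flow analysis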
human PMI inhibitors: MPI inhibition at elevated mannose 6-phosphate – biochemical, fluorescence intensity, high mannose 6-phosphate, primary screen (AID 1220). recombinant PMI enzyme, coupled fluorescence intensity; higher % means a stronger effect. inhibition, % at 20 µM, or IC50 in µM where a hit was titrated. actives 0.66% (n = 190,000)
RSV antiviral HEp-2: RSV antiviral activity via CPE protection, HEp-2 cells, primary 10 µM value included (AID 2391); HEp-2 cells, RSV-induced CPE inhibition; higher % means a stronger effect; actives 0.13% (n = 310,000); one-dose CPE inhibition, % at 10 µM; IC50 in µM for titrated hits; in the data active = a potency from the dose series; inconclusive = CPE inhibition mostly from about 23% at the one dose, without a potency; inactive = the rest, 99 in 100 with CPE inhibition below about 21%; also: strong numbers were not always called active
TNAP activators: human TNAP enzyme activators, primary screen, biochemical, luminescent, no phosphate acceptor, uHTS (AID 1001). purified TNAP, luminescent activation assay, no phosphate acceptor; higher activation fold means a stronger effect. activation fold at 20 µM; hits with a dose series show EC50 in µM. actives 0.03% (n = 200,000); in the data active = activation fold from about 3, or a potency from the dose series; inactive = the rest, 99 in 100 with activation fold below about 1.6; also: many of its hits are not listed in these tables
Salmonella PhoP GFP: inhibitors of PhoP regulon expression, primary screen, Salmonella Typhimurium, GFP reporter (AID 1863). inhibition, % at 50 µM, or IC50 in µM where a hit was titrated. S. Typhimurium PhoP-regulated promoter GFP reporter, 4 h; higher % means a stronger effect. actives 0.16% (n = 300,000);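 active = inhibition over 29.93%, a cutoff 3 SD above the screen mean, later confirmed by dose response; inconclusive = inhibition over 29.93% but no dose response follow-up; inactive = inhibition at most 29.93% or unconfirmed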;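 also: 0% = low Mg2+ inducing control and 100% = high Mg2+ repressing control; strong numbers were not always called active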
WT yeast gro inh mutant strain: second read-out of WT yeast gro inh, no call of its own (marks repeat the call); inhibition, %; mitochondrial fusion phenotypic screen, mutant strain inhibition
Myeloid diff 2 GFP+ MAC1+ %: recorded beside Myeloid diff 2, whose call it bears; GFP+ MAC1+ double positive, %; measured here: differentiation confirmed by MAC1 staining
* marks the source's active call; other numbers are inactive results; i = inactive; ? = inconclusive; . = not tested or not shown. Rule as the data show it, unless noted: active = inhibition above about 50%; inactive = the rest.

smiles	PMI inhibitors	XIAP antagonists	SIAH1 antagonists	WT yeast gro inh	WT yeast gro inh mutant strain	Myeloid diff 2	Myeloid diff 2 GFP+ MAC1+ %	human PMI inhibitors	RSV antiviral HEp-2	TNAP activators	Salmonella PhoP GFP
O=C(COc1ccccc1Cl)c1ccc2c(c1)CCCC2	17%	0.8%	1%	50	42	i	0.6	16%	3.6%	1	-7%
COCCCNC(=O)c1ccc2c(=O)n(C3CCCC3)c(=S)[nH]c2c1	10%	-4.0%	2%	-16	-4	i	1.3	9%	2.6%	1	-3%
Clc1cccc(/C=N\Nc2nccs2)c1	3%	-6.9%	3%	36	46	i	0.6	1%	0.8%	1.4	-14%
CN1CCN(C(=S)C(=O)NCc2ccccc2)CC1	12%	-5.9%	-2%	-9	-8	i	0.3	10%	0.2%	1.1	-3%
Cc1ccn(S(=O)(=O)c2ccc(N3CCCC3=O)cc2)n1	.	.	10%	.	.	i	3.7	.	0.4%	.	7%
CCCCC(c1nnnn1C1CCCC1)N1CCN(C2CCCC2)CC1 (stereo not given)	-16%	-12%	0%	-7	1	i	0.5	-18%	0.0%	1.1	-4%
O=C1CN(C(=O)c2cccs2)c2ccccc2N1	-4%	-2.2%	0%	10	10	i	1.2	3%	2.4%	0.9	1%
Cc1c(CNCCCc2ccccc2)c(C(=O)O)c(C)n1Cc1ccccc1	4%	-5.0%	12%	7	-3	i	0.5	6%	2.0%	1.1	5%
Nc1nc(NCC2CCCO2)nc(Nc2ccc(F)cc2)c1[N+](=O)[O-] (stereo not given)	4%	-20%	0%	-5	4	i	0.4	14%	3.0%	1	-11%
O=c1[nH]c(Nc2nc3ccccc3o2)nc2c1CCCC2	7%	-4.9%	-4%	29	5	.	.	12%	?	2.9	6%
Cc1cc(N2C(=O)C(O)=C(C(=O)c3cccs3)C2c2ccccc2)no1 (stereo not given)	-1%	-4.5%	7%	9	0	i	1.5	5%	-2.2%	1.1	-6%
Cc1ccc(NC(=O)C2CCCN2C(=O)Oc2ccccc2)cc1 (stereo not given)	8%	-0.8%	7%	-1	4	i	0.4	4%	1.9%	1.1	2%
CCOC(=O)/C(=N\Nc1ccccc1Cl)N(C)C1CCCCC1	-55%	-3.4%	9%	54	31	i	0.1	-81%	-0.7%	1.1	8%
CCOc1ccc(S(=O)(=O)N2CCCC(C(=O)NCCN3CCOCC3)C2)cc1Cl (stereo not given)	.	.	3%	.	.	i	2.2	.	2.0%	.	-3%
Cc1ccc(S(=O)(=O)N(CC(=O)Nc2ccccc2-c2ccccc2)c2ccc(C)cc2C)cc1	8%	-6.3%	8%	4	-26	i	0.9	1%	5.3%	1.3	8%
COc1ccccc1NC(=O)Cc1noc(CSc2n[nH]c(N)n2)n1	-6%	-3.4%	0%	17	-7	i	0.8	-9%	-0.2%	1.1	7%
NC(=O)CC(NC(=O)c1ccc(Br)cc1)c1ccc(NC2CCCCCCC2)c([N+](=O)[O-])c1 (stereo not given)	.	.	1%	.	.	i	0.8	.	2.3%	.	8%
COc1ccc2c(c1)nc(N)n2Cc1ccccc1	-8%	-5.8%	-6%	3	-9	i	1.3	6%	2.4%	1	17%
Cc1cc(NC(=O)c2cc3nc4c(c(C(F)(F)F)n3n2)CCc2ccccc2-4)no1	5%	-3.9%	-1%	.	.	.	.	5%	.	1.1	.
O=C(CO/N=C/c1ccccc1O)N1CCc2ccccc21	-1%	-1.5%	6%	9	3	i	0.4	1%	2.0%	1.1	7%

(cont.)
smiles	PMI inhibitors	XIAP antagonists	SIAH1 antagonists	WT yeast gro inh	WT yeast gro inh mutant strain	Myeloid diff 2	Myeloid diff 2 GFP+ MAC1+ %	human PMI inhibitors	RSV antiviral HEp-2	TNAP activators	Salmonella PhoP GFP
O=C(OCc1ccccc1F)c1cc2ccccc2cc1O	.	.	2%	.	.	i	0.1	.	4.3%	.	2%
CCC(C)NC(=O)CCc1nnc2ccc(N3CCC(C)CC3)nn12 (stereo not given)	.	.	1%	.	.	i	0.5	.	0.2%	.	3%
CNC(=O)/C(=C\c1ccc([N+](=O)[O-])cc1)NC(C)=O	7%	-2.5%	1%	-10	-4	i	0.6	6%	0.8%	1.1	1%
CC(=O)NC(CC(=O)Nc1ccc(S(=O)(=O)N2CCCC2)cc1)c1ccccc1 (stereo not given)	0%	-3.3%	-3%	-5	1	i	0.9	1%	2.5%	1.1	-6%
C/C(=N\NC(=O)CNC(=O)c1ccccc1Br)c1ccco1	.	.	-3%	.	.	i	0.5	.	0.1%	.	-1%
C/C(CC(=O)NC1CCCCC1)=N\NC(=O)c1ccc(Br)cc1	.	.	1%	.	.	i	2.1	.	1.3%	.	11%
CC(=O)NCC1COc2ccccc2O1 (stereo not given)	.	.	-2%	.	.	i	0.1	.	0.8%	.	-4%
COc1ccc(/C=N/N2CCOCC2)cc1OCc1ccccc1	5%	-5.0%	2%	11	14	i	0.3	4%	0.3%	1	-6%
COCc1cc(C)nc(OCC(=O)N/N=C/c2ccc(C)o2)c1C#N	-9%	-0.1%	-10%	8	-1	i	0.4	-11%	1.2%	1	8%
CC(=O)c1cccc(NC(=O)c2onc(C)c2Cl)c1	0%	-2.2%	-4%	-6	-5	i	1.7	-7%	1.9%	1.2	14%
COc1ccc2oc(=N)c(C(=O)Nc3ccccc3)cc2c1	-2%	-20%	2%	-14	5	i	0.5	24%	1.2%	1.1	2%
Cc1ccnc(SCCn2c(N3CCCCC3)nc3c2c(=O)n(C)c(=O)n3C)n1	-5%	-2.3%	0%	-20	1	i	3.2	10%	0.5%	1	1%
O=C(CCN1C(=O)c2cccc3cccc(c23)C1=O)NCc1ccco1	1%	-3.4%	8%	-2	-2	i	0.5	5%	1.0%	1.1	8%
Cn1cccc1/C=N/NC(=O)CNc1cccc2ccccc12	.	.	5%	.	.	i	0.5	.	4.1%	.	-12%
CCN1CCN(c2ncc(C(=O)Nc3ccccc3C(=O)OC)c3ccccc23)CC1	3%	-22%	2%	25	-5	i	1.3	6%	-1.3%	1.1	4%
O=C(NCC1CCCO1)c1cc(-c2ccccc2)nc2ccccc12 (stereo not given)	.	.	-2%	.	.	i	0.1	.	1.3%	.	0%
Oc1ccc(C=NC2CCCCC2)cc1	.	.	10%	.	.	i	0.4	.	-2.2%	.	-2%
CC1CCCCN1C(=O)Cc1ccc(F)cc1 (stereo not given)	9%	-4.3%	3%	-14	-9	i	2.7	3%	0.7%	1	-8%
O=c1cc(CSc2ccc(Cl)cc2)nc(N2CCCCC2)[nH]1	9%	-4.4%	0%	12	19	i	1.4	2%	10%	1.1	-2%
Cc1c(-c2ccccc2)nc2ccccc2c1C(=O)Nc1ccncc1	.	.	1%	.	.	i	2.4	.	16%	.	0%

(further entries)
smiles	PMI inhibitors	XIAP antagonists	SIAH1 antagonists	WT yeast gro inh	WT yeast gro inh mutant strain	Myeloid diff 2	Myeloid diff 2 GFP+ MAC1+ %	human PMI inhibitors	RSV antiviral HEp-2	TNAP activators	Salmonella PhoP GFP
Cc1cccc(-c2ocnc2C(=O)Nc2ccccc2C(=O)N2CCCC2)c1	.	.	13%	.	.	i	0.4	.	0.5%	.	3%
CN1CCc2c(sc(/N=C/c3ccco3)c2C(N)=O)C1	17%	-2.2%	0%	38	-4	i	0.5	32%	0.5%	1.1	-12%
COc1ccc(OC)c(NC(=O)CSc2nnc(C3CCCCC3)n2-c2ccccc2)c1	1%	-6.6%	6%	32	2	i	0.3	2%	3.5%	1	5%
Cc1c(CCC(=O)O)c(=O)oc2cc(OCc3cccc(Cl)c3)ccc12	.	.	-4%	.	.	i	0.6	.	0.5%	.	-5%
O=C(Oc1c(-c2ccccc2)c(=O)n2c3c(cccc13)CC2)c1ccc(F)cc1	.	.	1%	.	.	i	0.3	.	2.9%	.	-8%
CC(C(=O)Nc1ccc(F)c(F)c1F)N(C)CCOc1ccccc1 (stereo not given)	.	.	2%	.	.	i	0.5	.	2.6%	.	-3%
COc1ccc(C(CNC(=O)c2ccc(S(=O)(=O)N(C)C)cc2)N(C)C)cc1 (stereo not given)	-4%	-2.7%	-3%	-1	6	i	0.1	-5%	-0.4%	1.1	7%
COc1ccc(NC(=O)CN(C)C(=O)CNC(=O)Cc2cccc3ccccc23)cc1	.	.	6%	.	.	i	1.3	.	0.4%	.	6%
O=C(C1CCC1)N1CCN(c2cccc(C(F)(F)F)c2)CC1	.	.	-2%	.	.	i	0.6	.	2.4%	.	4%
COc1ccc(-c2cn(-c3ccc(Cl)cc3)c3[n+]2CCCCC3)cc1	.	.	1%	.	.	i	1.8	.	15%	.	-8%
CCn1c(C)nc2cc(C(=O)OC(C(F)(F)C(F)F)C(F)(F)C(F)F)ccc21	18%	-1.7%	1%	81	83	i	3.2	16%	?	1.1	6%
CCn1c(=O)c(C(=O)NNC(=O)c2cccc(Cl)c2)c(O)c2ccccc21	.	.	-8%	.	.	i	0.3	.	11%	.	6%
Cc1ccc(C(C)CCN2CCC(n3nccc3NC(=O)c3ccccc3)CC2)o1 (stereo not given)	.	.	-3%	.	.	i	0.5	.	0.4%	.	3%
CCc1ccccc1NC(=O)CC1SCCNC1=O (stereo not given)	-11%	0.4%	6%	-13	7	i	0.0	1%	2.0%	1.2	3%
Cc1ccc(-c2nc3nc4ccccc4nc3n2Cc2ccco2)cc1	4%	-3.9%	1%	12	12	i	0.4	-3%	1.4%	1	-8%
COC(=O)CCSCC(=O)N1N=C(c2ccc(OC)cc2)CC1c1cccc(OC)c1OC (stereo not given)	1%	-3.9%	0%	-3	2	i	0.8	4%	0.0%	1.1	-5%
Cc1ccccc1NC(=O)c1ccc(COc2ccc3c(C)cc(=O)oc3c2)cc1	4%	-11%	8%	-7	-4	i	0.4	-12%	0.4%	1.2	-5%
Cn1ncc2c(NCc3ccccc3)nc(NCCCO)nc21	.	.	3%	.	.	i	1.7	.	-0.5%	.	0%
COc1ccc(-c2n[nH]c(=S)n2/N=C/c2cccn2C)cc1	.	.	4%	.	.	i	1.1	.	3.6%	.	1%
Cc1c(C(=O)N2CCC[C@H]2C(N)=O)oc2c(F)cccc12	.	.	-2%	.	.	i	0.9	.	2.6%	.	-6%
CN(CC1COc2ccccc2O1)C(=O)c1ccc(N(C)C)cc1 (stereo not given)	11%	-9.2%	0%	-5	-15	i	0.2	18%	11%	1.1	-2%
Cc1ccccc1OCCCN1CCCC1	-4%	-3.7%	6%	12	4	i	0.5	-7%	-1.6%	1.1	2%
CC(C)Sc1nnc(Cn2c(=O)sc3ccccc32)n1-c1ccccc1	-4%	1.2%	21%	-1	0	i	1.2	-10%	1.6%	1.1	-12%

Retrieved one by one from the list above, 2 records:
smiles	PMI inhibitors	XIAP antagonists	SIAH1 antagonists	WT yeast gro inh	WT yeast gro inh mutant strain	Myeloid diff 2	Myeloid diff 2 GFP+ MAC1+ %	human PMI inhibitors	RSV antiviral HEp-2	TNAP activators	Salmonella PhoP GFP
O=C(C1CCC1)N1CCN(c2cccc(C(F)(F)F)c2)CC1	.	.	-2%	.	.	i	0.6	.	2.4%	.	4%
COc1ccc(-c2cn(-c3ccc(Cl)cc3)c3[n+]2CCCCC3)cc1	.	.	1%	.	.	i	1.8	.	15%	.	-8%
